# BRCT PPI red: qHTS Assay for Inhibitors of BRCT-Phosphoprotein Interaction (Red Fluorophore) | BRCT-phosphopeptide binding, red fluorescence polarization | Breast cancer type 1 susceptibility protein (Homo sapiens), P38398 | actives 0.03% (n = 75,000) | Potency, µM (top dose mostly 76.9 µM), without a hit: at the top dose activity change, negative = inhibition, hits mostly inhibitors; note: % is set by controls: 0 for no effect and ±100 for the full control effect
# Target sequence (P38398 whole entry, looked up): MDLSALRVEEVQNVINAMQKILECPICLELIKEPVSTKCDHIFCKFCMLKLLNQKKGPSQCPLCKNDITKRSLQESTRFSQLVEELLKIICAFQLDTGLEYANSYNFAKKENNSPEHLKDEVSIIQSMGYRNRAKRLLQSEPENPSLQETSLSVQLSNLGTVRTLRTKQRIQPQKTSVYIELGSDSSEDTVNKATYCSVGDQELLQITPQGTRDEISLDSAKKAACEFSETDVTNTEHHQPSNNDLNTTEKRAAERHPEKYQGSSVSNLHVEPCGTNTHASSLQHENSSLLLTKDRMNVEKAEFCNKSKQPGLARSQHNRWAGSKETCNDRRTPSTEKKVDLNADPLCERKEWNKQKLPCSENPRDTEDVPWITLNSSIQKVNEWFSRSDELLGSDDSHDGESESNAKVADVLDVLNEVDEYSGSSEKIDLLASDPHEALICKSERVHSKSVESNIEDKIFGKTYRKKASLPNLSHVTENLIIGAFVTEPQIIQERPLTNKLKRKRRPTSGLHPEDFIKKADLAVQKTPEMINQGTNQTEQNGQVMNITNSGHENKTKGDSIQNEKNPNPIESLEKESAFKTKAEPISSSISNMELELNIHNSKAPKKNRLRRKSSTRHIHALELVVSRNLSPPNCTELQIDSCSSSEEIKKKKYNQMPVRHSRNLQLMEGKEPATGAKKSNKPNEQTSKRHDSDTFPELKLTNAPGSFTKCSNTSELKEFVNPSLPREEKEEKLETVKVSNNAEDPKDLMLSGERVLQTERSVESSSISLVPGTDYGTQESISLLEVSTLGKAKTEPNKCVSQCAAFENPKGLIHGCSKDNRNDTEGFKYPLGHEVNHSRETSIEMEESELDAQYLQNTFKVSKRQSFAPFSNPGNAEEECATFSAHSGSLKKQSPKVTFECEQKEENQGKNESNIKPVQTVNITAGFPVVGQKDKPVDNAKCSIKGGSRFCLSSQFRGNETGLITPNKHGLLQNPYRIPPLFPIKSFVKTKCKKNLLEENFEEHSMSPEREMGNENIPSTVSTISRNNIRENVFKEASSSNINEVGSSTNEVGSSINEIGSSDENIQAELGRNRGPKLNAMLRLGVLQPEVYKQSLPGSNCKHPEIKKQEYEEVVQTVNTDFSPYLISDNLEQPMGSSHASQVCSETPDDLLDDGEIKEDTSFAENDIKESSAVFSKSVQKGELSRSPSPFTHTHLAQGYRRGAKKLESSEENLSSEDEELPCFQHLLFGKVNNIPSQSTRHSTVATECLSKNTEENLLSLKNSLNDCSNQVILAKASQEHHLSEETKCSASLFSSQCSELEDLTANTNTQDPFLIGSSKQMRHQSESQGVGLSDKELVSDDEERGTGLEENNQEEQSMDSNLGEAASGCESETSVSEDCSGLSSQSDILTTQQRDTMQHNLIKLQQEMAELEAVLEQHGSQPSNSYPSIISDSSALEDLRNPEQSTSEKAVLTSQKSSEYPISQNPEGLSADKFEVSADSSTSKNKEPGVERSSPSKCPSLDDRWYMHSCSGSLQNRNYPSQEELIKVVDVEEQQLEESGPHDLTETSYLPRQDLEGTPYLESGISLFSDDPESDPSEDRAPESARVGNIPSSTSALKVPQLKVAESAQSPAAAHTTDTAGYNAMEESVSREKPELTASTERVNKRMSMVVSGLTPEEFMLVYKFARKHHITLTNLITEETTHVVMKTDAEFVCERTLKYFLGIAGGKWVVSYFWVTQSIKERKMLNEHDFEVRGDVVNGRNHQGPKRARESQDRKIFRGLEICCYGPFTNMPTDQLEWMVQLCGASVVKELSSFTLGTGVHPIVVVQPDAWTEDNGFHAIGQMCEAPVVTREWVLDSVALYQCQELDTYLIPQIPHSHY
#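 Fluorescence polarization: 100 nM His-tagged BRCA1 BRCT with 100 nM TAMRA-labelled phospho-BACH1 decapeptide, phosphate buffer pH 7.3 with 150 mM NaCl, DTT, 0.01% Tween 20; 12 min RT. Binding inhibition seen as FP decrease.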
# BRCT inh green: qHTS Assay for Inhibitors of BRCT-Phosphoprotein Interaction (Green Fluorophore). actives 0.05% (n = 75,000). Breast cancer type 1 susceptibility protein (Homo sapiens), P38398. AID 875, 2007. Potency, µM (doses to about 76.9 µM), inactives show at the top dose activity change, negative = inhibition, hits mostly inhibitors. BRCA1 BRCT-phosphopeptide binding, green fluorescence polarization;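 note: potency is the fitted concentration of half-maximal effect; plate controls were peptide without protein for full effect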
#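 Compounds were incubated for 12 min at room temperature with a complex of 100 nM fluorescein-tagged pBACH1 decapeptide and 250 nM His-tagged BRCT protein. Buffer was phosphate pH 7.3 with EDTA, DTT and Tween 20. Disruption of binding lowers the polarization signal.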
# USP2a inhib: qHTS Assay for Inhibitors of Ubiquitin-specific Protease USP2a; USP2a enzymatic assay, qHTS inhibition; AID 927, 2007; Potency, µM (series often up to 38.3 µM), for inactives: at the top dose activity change, negative = inhibition, most hits filed as inhibitors; Ubiquitin carboxyl-terminal hydrolase 2 (Homo sapiens), O75604; actives 0.1% (n = 60,000);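 note: potency is the fitted concentration of half-maximal effect; nearly all actives have a fitted effect of over 60% in size; plate controls were DMSO for no effect and NEM full inhibition control for full effect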
#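 Coupled readout: USP2-cleaved Ub-PLA2 (20nM final) turns over NBD C6-HPC (20uM final), Ex 460nm/Em 535nm after 2.5 h, time-zero read flagging artifacts. Enzyme (20nM final, pH 8.0 Tris) given 30 min RT with compound first; NEM defines full inhibition.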
# Tau fil binding: qHTS Assay for Tau Filament Binding | AID 596, 2007 | Microtubule-associated protein tau (Homo sapiens), P10636 | Potency, µM (titrated, usually from 57.1 µM), for the others: top-dose activity change, negative = inhibition | actives 2% (n = 71,000) | recombinant tau filaments, thioflavin S fluorescence, 15 h; filaments grown with octadecylsulfate alongside compound;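 note: potency is the fitted concentration of half-maximal effect; % is set by controls: 0 for no effect and ±100 for the full control effect; actives lower thioflavin S fluorescence by blocking filaments or displacing dye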
#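 Quantitative HTS: thioflavine S signal from ODS-induced tau filaments, excited at 450 nm, emission 510 nm. Conditions: 1 uM tau, 30 uM ODS, 15 h at 37 C, pH 7.4.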
# Caspase-7 inhib: qHTS Assay for Allosteric/Competitive Inhibitors of Caspase-7 | P55210 | recombinant caspase-7, Ac-DEVD-AFC fluorescence rate | Potency, µM (titrated, usually from 57.5 µM), for the others: at the top dose activity change, negative = inhibition, most hits filed as inhibitors | actives 0.02% (n = 75,000); active = well fitted inhibition curve with a large enough effect in the main read-out, with a control signal flat, not every such curve was filed as active; inconclusive = small, poorly fitted or top-dose-only effect, or a change in a side signal; note: potency is the fitted concentration of half-maximal effect; % of control where 0% means no effect
# DNA Pol III inh: qHTS Assay for Inhibitors of DNA Polymerase III Holoenzyme System. reconstituted DNA polymerase III holoenzyme replication, biochemical. AID 603, 2007. Potency, µM (top dose mostly 57.1 µM), for the others: at the highest dose activity change, negative = inhibition. actives 0.25% (n = 71,000); note: potency is the fitted concentration of half-maximal effect; % is set by controls: 0 for no effect and ±100 for the full control effect
#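 Reconstituted *E. coli* holoenzyme (0.35 nM Pol III, 1 nM beta, 154 nM SSB, 2 nM primase) was preincubated with compound for 15 min at RT. Synthesis on 1.4 nM ssM13Gori ran 35 min, then was stopped with PicoGreen/EDTA and read as dsDNA fluorescence.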
# HADH2 inhib: qHTS Assay for Inhibitors of HADH2 (Hydroxyacyl-Coenzyme A Dehydrogenase, Type II); recombinant HADH2, NADH fluorescence, beta-hydroxybutyryl-CoA; Potency, µM (top dose mostly 57.1 µM), inactives show at the top dose activity change, negative = inhibition, usual class: inhibitors; actives 3.4% (n = 73,000); AID 886, 2007; note: potency is the fitted concentration of half-maximal effect; % is set by controls: 0 for no effect and ±100 for the full control effect; nearly all actives have a fitted effect of over 60% in size; many of its hits are not listed in these tables
#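 Buffer 100 mM Tris-HCl pH 9.0/0.01% Tween-20; HADH2 20 nM; NAD+ 1 mM; beta-hydroxybutyryl-CoA 90 uM (all final). 15 min cpd preincubation, RT.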
# HEK293 cAMP cs: qHTS Assay for Agonists of the Thyroid Stimulating Hormone Receptor: Activators of Intracellular cAMP Concentrations in Parental HEK 293; parental HEK293 CNG cAMP sensor, membrane potential fluorescence; Potency, µM (series often up to 57.1 µM), for inactives: top-dose activation, most hits filed as activators; actives 2.5% (n = 73,000); note: potency is the fitted concentration of half-maximal effect; % of control where 0% means no effect; nearly all actives have a fitted effect of over 55% in size
#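 Counterscreen for endogenous-receptor signalling: CNG-channel HEK 293 cells report cAMP rise by membrane depolarization. After 60 min dye equilibration with 100 uM RO 20-1724, compounds incubated 30 min before bottom-read fluorescence at 590 nm.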
# 15-hLO inh: qHTS Assay for Inhibitors of 15-hLO (15-human lipoxygenase); purified 15hLO-1, xylenol orange hydroperoxide absorbance; actives 1.4% (n = 74,000); Polyunsaturated fatty acid lipoxygenase ALOX15 (Homo sapiens), P16050; Potency, µM (highest dose often 57.1 µM), without a hit: at the highest dose activity change, negative = inhibition, usual class: inhibitors; AID 887, 2007; note: potency is the fitted concentration of half-maximal effect; % is set by controls: 0 for no effect and ±100 for the full control effect; nearly all actives have a fitted effect of over 55% in size
#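 Compounds were preincubated 15 min at room temperature with 40 nM purified human enzyme (25 mM Hepes pH 7.5, 0.01% Triton X-100); 50 uM arachidonic acid reacted 6 min. Fe-xylenol orange detection, 30 min, absorbance ratio 573/405 nm.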
# Caspase-1 inhib: qHTS Assay for Allosteric/Competitive Inhibitors of Caspase-1; P29466; Caspase-1 enzyme, Ac-WEHD-AFC fluorogenic rate; Potency, µM (series often up to 57.5 µM), for the others: at the top dose activity change, negative = inhibition, hits mostly inhibitors; actives 0.03% (n = 75,000);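 note: potency is the fitted concentration of half-maximal effect; plate controls were vehicle for no effect and no substrate for full effect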
# Rhodamine fluor: qHTS Assay for Spectroscopic Profiling in Rhodamine Spectral Region | Rhodamine-region fluorescence, 547/598 nm, Tris buffer; stronger effect = higher value | max dye-equivalent concentration, M | actives 0.05% (n = 59,000) | AID 594, 2007; in the data active = max dye-equivalent concentration above about 11 nM; inconclusive = between about 1.1 nM and that limit
#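 Compounds in 100 mM Tris buffer, pH 8.0, were incubated 15 min at room temperature, then read at 547 nm excitation and 598 nm emission. Fluorescence was normalized against a per-plate six-point rhodamine standard curve as dye-equivalent concentration.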
# Active calls of the source: *; i = inactive; ? = inconclusive; · = not tested or not shown; [ ] = dose if it differs, or a comment. Unless noted, calls come from the whole dose curve; as a rule, active = well fitted curve in the direction sought with a large enough effect; inconclusive = small, poorly fitted or top-dose-only effect, or another doubt; inactive = no such curve, though single readings can be large; an effect the other way counts as inactive or inconclusive. Only part of the results is shown (hit frequency here may not be typical).
SMILES,BRCT PPI red,BRCT inh green,USP2a inhib,Tau fil binding,Caspase-7 inhib,DNA Pol III inh,HADH2 inhib,HEK293 cAMP cs,15-hLO inh,Caspase-1 inhib,Rhodamine fluor
Cc1cccc(N2C(=O)N(c3ccccc3C)C3CS(=O)(=O)CC32)c1 (stereo not drawn),-1.7%,-1.9%,-1%,9%,-1%,-1%,-3%,6%,9%,-1%,i
CCNc1nc(NC(C)C)nc(N(C#N)Cc2ccccc2)n1,-2.4%,4.8%,-23%,0%,-3%,-3%,-5%,19%,?,-3%,i
Cc1ccc(NC(=O)Cn2nc(C)cc2C)cc1,-0.4%,-3.1%,·,-20%,3%,-7%,6%,0%,10%,-3%,i
Cc1cccc(NC(=O)C2CCCN(C(=O)NC3CCCCC3)C2)c1C (stereo not drawn),-0.7%,-0.6%,3%,-6%,0%,-6%,21%,27%,1%,-2%,i
CCOC(=O)N1CCC(NC(=O)C2CCN(c3nc(-c4ccc(OC)cc4)no3)CC2)CC1,-0.3%,-2.9%,4%,-7%,0%,-7%,-1%,21%,3%,1%,i
Cc1nc(Nc2nc3ccccc3o2)nc2c1CCC2,-1.2%,-1.5%,-6%,1%,-2%,-5%,5%,0%,20%,-2%,·
CCc1ccc(N2CCCn3c2nc2c3c(=O)n(CCN3CCOCC3)c(=O)n2C)cc1,-0.3%,0.0%,8%,6%,-1%,1%,-2%,-12%,-5%,-1%,i
CS(=O)(=O)N1CCC2(CCCN(c3ncccn3)C2)CC1,-2.0%,2.2%,4%,3%,-2%,-7%,-3%,24%,?,-3%,i
CCN1CCN(c2ncc(C(=O)Nc3cc(Cl)ccc3OC)c3ccccc23)CC1,-1.3%,3.5%,36%[activator],128%,-6%,-6%,-20%,23%,-7%,-3%,i
Cn1c(=O)cc(SCC(=O)Nc2ccc3c(c2)OCO3)c2ccccc21,1.3%,-0.6%,15%,204%,-2%,1%,13%,2%,-7%,-1%,i

# Structural class, the entries above with an aryl methoxy group.
SMILES,BRCT PPI red,BRCT inh green,USP2a inhib,Tau fil binding,Caspase-7 inhib,DNA Pol III inh,HADH2 inhib,HEK293 cAMP cs,15-hLO inh,Caspase-1 inhib,Rhodamine fluor
CCOC(=O)N1CCC(NC(=O)C2CCN(c3nc(-c4ccc(OC)cc4)no3)CC2)CC1,-0.3%,-2.9%,4%,-7%,0%,-7%,-1%,21%,3%,1%,i
CCN1CCN(c2ncc(C(=O)Nc3cc(Cl)ccc3OC)c3ccccc23)CC1,-1.3%,3.5%,36%[activator],128%,-6%,-6%,-20%,23%,-7%,-3%,i

# Further compounds
SMILES,BRCT PPI red,BRCT inh green,USP2a inhib,Tau fil binding,Caspase-7 inhib,DNA Pol III inh,HADH2 inhib,HEK293 cAMP cs,15-hLO inh,Caspase-1 inhib,Rhodamine fluor
CCSc1ccc2nnc(-c3cccc(F)c3)n2n1,-1.3%,3.0%,7%,5%,0%,-11%,?,30%,?,1%,i
O=C(Cn1nc(Cc2cccnc2)c2ccccc2c1=O)NCc1ccc2c(c1)OCO2,-2.7%,1.5%,·,0%,-1%,0%,-9%,7%,1%,-4%,·
O=S(=O)(NCc1ccccc1Cl)c1cnc[nH]1,-0.8%,-1.9%,12%,-4%,-1%,-5%,11%,3%,-1%,0%,i
COC(=O)C1=C2SC(C)C(=O)N2C(N)=C(C#N)C1c1ccc(OC)c(OC)c1 (stereo not drawn),-1.3%,-0.9%,10%,7%,0%,-5%,6%,5%,3%,0%,i
O=C(Nc1ccc(C(=O)N2CCOCC2)cc1)c1cccs1,-0.3%,-0.1%,8%,-10%,-7%,-6%,12%,2%,12%,-3%,i
CCOc1ccccc1-n1c(SCC(N)=O)nnc1-c1ccccc1,-0.5%,0.4%,-4%,4%,3%,-8%,-10%,26%,-1%,-2%,i
CCOC(=O)N1CCC(Nc2c(NCCCN3CCN(c4ccc(OC)cc4)CC3)c(=O)c2=O)CC1,-0.8%,-1.6%,14%,-16%,0%,-2%,-5%,?,-9%,3%,i
CC(C)(O)C#Cc1ccc(C(=O)N2CCN(C(=O)c3ccco3)CC2)cc1,0.1%,-0.8%,4%,3%,1%,-2%,-15%,?,8%,-3%,·
Cc1cnc(CNc2ccnc(-c3ccc(C(=O)N(C)C)cc3)n2)cn1,-0.1%,0.2%,3%,9%,0%,-4%,10%,2%,-5%,1%,i
Cc1ccc(C(=O)Nc2ccc(N3CCOCC3)cc2)cc1,0.6%,-3.8%,4%,15%,-1%,-4%,-3%,-6%,-3%,-2%,·
COc1ccc(-c2cc(N)n(S(=O)(=O)Cc3ccccc3)n2)c(OC)c1,0.0%,0.0%,·,1%,-4%,-1%,0%,7%,2%,2%,·
COc1cc2[nH]c(=O)n(CCCCCC(=O)NCCCN3CCCC3=O)c(=O)c2cc1OC,-0.1%,-0.6%,3%,0%,-1%,1%,?,?,7%,1%,i
O=C(C1CCC1)N1CCc2cc(S(=O)(=O)NC3CCCC3)ccc21,-0.3%,-3.1%,7%,14%,-2%,0%,11%,3%,2%,-2%,i
CCOC(=O)C1CCN(c2nc(-c3ccccc3)nc3c2oc2ccccc23)CC1,0.2%,1.5%,8%,3%,-2%,0%,?,20%,-13%,-2%,i
Cc1cccc(NC(=O)COc2nsnc2N2CCOCC2)c1,-1.1%,-0.7%,22%,-20%,0%,-1%,5%,9%,-6%,-3%,i
CCN(CC(=O)NC(C)C)C(=O)CCNC(=O)c1ccc(Cl)cc1,-0.6%,-2.5%,-5%,10%,0%,-7%,-3%,3%,-3%,1%,i
CC(=O)c1c(C)nc(-c2ccc(Cl)cc2)nc1N=CN(C)C,-1.4%,1.2%,-2%,25µM*,-1%,8%,3%,25%,-7%,-8%,i
COc1ccccc1NC(=O)CSc1nnc(COc2ccc(Cl)cc2)n1Cc1ccco1,0.0%,8.2%,-6%,184%,-6%,-2%,-1%,?,-27%,-4%,i
Cc1nc(N[C@@H](Cc2c[nH]c3ccccc23)C(=O)O)c2oc3ccccc3c2n1,0.7%,-1.4%,-7%,-2%,-1%,-16%,-6%,3%,-5%,1%,i
COc1cccc(-c2nnc3n2N=C(c2cccc(Br)c2)CS3)c1,0.0%,-2.4%,12%,7%,1%,-2%,6%,-2%,7%,-1%,i
O=C(NCc1cccs1)C1CCN(c2ccc(S(=O)(=O)N3CCOCC3)cc2Cl)CC1,-1.2%,-0.8%,30%[activator],-7%,1%,-1%,7%,?,-9%,-2%,i
CC(C)(S)[C@H](N)C(=O)O,1.6%[15.4 µM],-0.6%[15.4 µM],3%,-1%[11.4 µM],1%[11.5 µM],-14%[11.4 µM],7%[11.4 µM],5%[11.4 µM],-3%[11.4 µM],-4%[11.5 µM],i
Cc1cccc(OCCCC(=O)O)c1,1.1%,-1.7%,-3%,-7%,7%,5%,-13%,19%,6%,0%,i
COc1ccc(-c2cc(=O)c3c(O)c(OC)c(O[C@@H]4OC(COC5OC(C)C(O)C(O)[C@@H]5O)C(O)C(O)C4O)cc3o2)cc1 (stereo partly drawn),-3.0%,-3.5%,-3%,·,-1%,·,·,·,1%,-2%,·
CCC(C)Cn1c(C)nc2ccccc21 (stereo not drawn),1.7%,-0.7%,2%,-13%,1%,-5%,9%,?,0%,-1%,i
COc1ccccc1NC(=O)Nc1ccc(Br)cn1,-2.2%,-2.6%,8%,16%,0%,-7%,10%,19%,2%,2%,i
COC(=O)C1=C(CSc2nnnn2C)NC(=O)NC1c1cc(C)ccc1C (stereo not drawn),-0.4%,-0.7%,-5%,2%,0%,0%,-7%,10%,6%,0%,i
CCOc1ccc(C2N(c3ccc(Cl)cc3)C(=O)C3CCCN32)cc1OC (stereo not drawn),-0.9%,-1.2%,·,-15%,-3%,1%,-2%,-1%,2%,-1%,·
CCn1nc(C(=O)NC2=NCCS2)c2ccccc2c1=O,-0.3%,-0.1%,-4%,-6%,0%,-1%,-1%,4%,11%,1%,i

# Screens: PubChem, National Center for Advancing Translational Sciences (NCATS)
